# Hsp90 block: displaces geldanamycin probe from tumor Hsp90; P07900; NCI-N417 lysate Hsp90, Cy3B-geldanamycin FP displacement; inhibition, % at 30 µM; 64,000 tested, 0.35% active; AID 429;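 active means inhibition above 50%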;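 further: 0% = tracer plus lysate wells and 100% = tracer alone without lysate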
# Numbers without * were called inactive. A portion of the library; the hit share may differ from the screen's.
SMILES,Hsp90 block
CC(=O)c1ccc(S(=O)(=O)NC(=O)NC2CCCCC2)cc1,-0.2
CN(C(=O)CCCOc1ccc2[nH]c(=O)ccc2c1)C1CCCCC1,-0.8
CC(N)C1CCC(C(=O)Nc2ccncc2)CC1 (stereo not given),1.8
COc1ccccc1N1CCN(CCCNc2cc(=O)n(C)c(=O)n2C)CC1,-1.8
CCCn1cnc2c1c(=O)n(CCCCC(C)=O)c(=O)n2C,3.7
CCCCCCCCCCCCCCC[C@H](O)[C@H](N)CO,-1.0

# Entries from the list above containing four or more nitrogen atoms, in the order listed:
SMILES,Hsp90 block
COc1ccccc1N1CCN(CCCNc2cc(=O)n(C)c(=O)n2C)CC1,-1.8
CCCn1cnc2c1c(=O)n(CCCCC(C)=O)c(=O)n2C,3.7

# Bioassay records: PubChem BioAssay, Emory University Molecular Libraries Screening Center
